miR-122 sensor: inhibitors of miR-122 in Huh7 cells. activation (reporter increase), % at 12.5 µM. Huh7 miR-122 Renilla luciferase sensor, 48 h; neutral wells = 0, positive control = 100. AID 602342. actives 0.3% (n = 340,000);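 active means mean replicate activation score at least 90 and every replicate individually at or above 90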;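 further: higher luciferase means less miR-122 activity so hits act as miR-122 inhibitors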
esBAF inh: inhibitors of esBAF chromatin remodeling in mouse ES cells; actives 2% (n = 350,000); Bmi1-luciferase knock-in reporter, 24 h; 100% = twice the neutral-well signal; reporter increase, % at 12.5 µM; in the data active means activation above about 40%;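 further: 0% = median of the plate's neutral control wells and 100% = double that signal; a rise in the Bmi1 reporter signal indicates esBAF inhibition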
ERp5 block: blocks human ERp5 reductase activity on insulin; ERp5 insulin aggregation, absorbance 650 nm, 90 min; inhibition, % at 9.99 µM; actives 0.05% (n = 350,000);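 active means mean replicate inhibition above about 25%, with every replicate also reaching it, limit read from the data, passing the limit was not always enough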
Target sequence (Q15084 whole entry, looked up): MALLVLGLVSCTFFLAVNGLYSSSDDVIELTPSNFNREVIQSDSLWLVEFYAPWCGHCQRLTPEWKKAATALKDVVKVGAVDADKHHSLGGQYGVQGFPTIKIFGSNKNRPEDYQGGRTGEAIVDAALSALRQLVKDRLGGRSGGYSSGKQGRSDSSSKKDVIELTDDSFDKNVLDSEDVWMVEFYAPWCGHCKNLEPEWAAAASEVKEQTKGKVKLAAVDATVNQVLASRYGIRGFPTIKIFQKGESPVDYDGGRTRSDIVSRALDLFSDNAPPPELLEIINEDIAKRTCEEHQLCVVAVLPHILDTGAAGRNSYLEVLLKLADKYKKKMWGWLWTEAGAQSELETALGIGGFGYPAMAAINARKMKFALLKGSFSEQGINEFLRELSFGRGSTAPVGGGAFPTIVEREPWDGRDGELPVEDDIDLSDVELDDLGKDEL
Cneo AK release: causes C. neoformans cell lysis | actives 0.2% (n = 360,000) | lysis activity, % at 15 µM | adenylate kinase release luminescence, 4 h; normalised: neutral wells 0, clomiphene wells 100 | AID 651654;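 active means mean lysis activity across replicates of at least 80%, whatever share of replicates individually reach that level; inactive means mean lysis activity below 80%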
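Material: C. neoformans cells | Amount: Yeast cell density of 5 × 10^6 cells/mL | Medium: Fresh YPD growth medium | Dosing: Single dose | Times: Static 4 h at 37 °C with compound, 1 h detection | Detection: AK luminescence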
Statin myotox sup: suppression of simvastatin myotoxicity | C2C12 myotubes + simvastatin, ATP luminescence, 48 h; scaled: DMSO 0, geranylgeraniol control 100 | rescue of ATP level, % at 7.49 µM | actives 0.78% (n = 330,000) | AID 602340;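 active means mean ATP rescue above about 67%, or every replicate alone reaching that limit, limit read from the data, passing the limit was not always enough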;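 further: myotubes were challenged with 10 µM simvastatin during compound exposure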
SIRT5 inh: inhibitors of human sirtuin-5 desuccinylase; Q9NXA8; Purified SirT5, succinyl-peptide AMC, trypsin-coupled fluorescence; inhibition, % at 15 µM; actives 1.1% (n = 330,000); in the data active means inhibition above about 15%
Target sequence (Q9NXA8 whole entry, looked up): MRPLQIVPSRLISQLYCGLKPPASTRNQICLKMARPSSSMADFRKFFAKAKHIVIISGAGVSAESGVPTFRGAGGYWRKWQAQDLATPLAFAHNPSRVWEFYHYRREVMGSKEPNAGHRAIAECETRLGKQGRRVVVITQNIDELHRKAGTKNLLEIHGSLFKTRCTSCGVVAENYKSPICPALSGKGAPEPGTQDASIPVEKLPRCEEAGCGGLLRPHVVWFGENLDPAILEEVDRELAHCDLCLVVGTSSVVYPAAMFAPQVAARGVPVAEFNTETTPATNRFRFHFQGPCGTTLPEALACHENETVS
ARNT TACC3 PPI: disrupts binding between human ARNT and TACC3; AlphaScreen His-ARNT PAS-B/GST-TACC3 binding, luminescence; TACC3 fragment carries E629A point mutation; inhibition, % at 9.99 µM; Q9Y6A5; actives 0.66% (n = 390,000);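 active means mean inhibition of replicates at least 50% and at least half of replicates each reaching 50%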;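 further: 0% = complete ARNT plus TACC3 wells and 100% = ARNT alone without TACC3; many hits fall short of the cut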
* hit, by the source's call; nt = not tested or not shown; [ ] = remark or other dose. Rows are unselected, and some 4% of all compounds hit somewhere here.

Molecule	miR-122 sensor	esBAF inh	ERp5 block	Cneo AK release	Statin myotox sup	SIRT5 inh	ARNT TACC3 PPI
CC(C)CC#Cc1ccc([C@@H]2[C@@H](CO)N3CCCCN(C(=O)NC4CCCC4)C[C@@H]23)cc1	-7[16.7 µM]	4	7	-4	-13	7	3
COCCNC(=O)C[C@H]1C[C@H]2c3cc(NC(=O)c4ccc5c(c4)OCO5)ccc3O[C@H]2[C@@H](CO)O1	10[16.7 µM]	-5	-3	0	-4	1	3
O=C(NC(=S)NNC(=O)c1ccccc1O)c1cccs1	-3	nt	-2	0	nt	-5	42
Cc1ccc(C)c(NS(=O)(=O)c2ccc3c(c2)NC(=O)CCS3)c1	11	6	4	7	17	-2	-9
COc1ccc(NC(=O)N(C)C[C@@H]2Oc3ncc(C#CCC(C)C)cc3C(=O)N([C@H](C)CO)C[C@@H]2C)cc1	-10[16.7 µM]	-2	-3	-1	-2	8	3
COCC(=O)N[C@H]1C=C[C@H](CC(=O)NCc2ccccc2OC)O[C@H]1CO	nt	0	10	-3	3	-6	-12
Cc1oc(-c2cccc(Br)c2)[n+]([O-])c1C	nt	nt	4	nt	nt	-1	-10
COc1ccc(/C=N/NS(=O)(=O)c2ccc(NC(C)=O)cc2)cc1	nt	nt	5	nt	nt	-1	9
Cc1cc(C)cc(NS(=O)(=O)c2c(C(=O)N3CCOCC3)c(C)n(C)c2C)c1	6	-9	2	0	4	2	-3
N#C[C@@H]1[C@H](c2ccc(C#CC3CCCC3)cc2)[C@@H](CO)N1S(=O)(=O)c1ccccc1	nt	-6	2	8	9	-4	-5
CCOc1ccc(Nc2cc(C)nc(N3CCOCC3)n2)cc1	4	3	nt	4	-15	nt	1
CC(=O)Nc1cc(NC(C)=O)cc(-c2nc3ccccc3[nH]2)c1	-10	-4	4	0	5	0	-8
COc1ccc(OCc2cc(C(=O)N(C)CC3CCCCO3)no2)c(Cl)c1 (configuration not stated)	nt	41*	-3	0	3	0	-14
CCC(=O)Nc1cccc(C2=NOC3(C2)C[C@H](C(N)=O)N(C(=O)Cc2ccc([N+](=O)[O-])cc2)C3)c1 (some centres not stated)	-4	-2	3	1	5	nt	-4
O=C(O)c1cc(-c2ccc(Cl)cc2)n(-c2ccc(F)cc2)n1	-2	-5	3	-5	16	-10	-7
COc1ccc(S(=O)(=O)N(C)C[C@H]2OCCCC[C@@H](C)Oc3ccc(NC(=O)Nc4ccc5c(c4)OCO5)cc3C(=O)N([C@H](C)CO)C[C@@H]2C)cc1	9[16.7 µM]	5	2	0	-22	2	-2
COc1ccc(C2(C)NC(=O)N(CC(=O)NCc3ccccc3)C2=O)cc1OC (configuration not stated)	-5	-7	7	1	-3	-1	5
CN(C)Cc1cn(CC[C@@H]2CC[C@H](NS(=O)(=O)c3ccccc3)[C@@H](CO)O2)nn1	nt	-4	-3	6	2	-3	-8
CCOc1ncccc1C(=O)N(CC)CC(=O)NCc1ccc(F)cc1	-4	1	1	2	-9	-2	11
Cc1cccc(Oc2ccccc2NC(=O)C2=COCCO2)c1	3	-11	17	-2	-6	-1	-8
C[C@H](CO)N1C[C@H](C)[C@H](CN(C)Cc2ccc3c(c2)OCO3)OCCCC[C@H](C)Oc2ccc(NS(C)(=O)=O)cc2C1=O	1[16.7 µM]	-10	3	53	-22	1	5
OC(COc1ccccc1)CN1CCN(c2cccc(Cl)c2)CC1 (configuration not stated)	nt	-4	5	-1	6	5	-3
C/C(=C\C(=O)c1ccc(Br)cc1)Nc1cccc(Cl)c1	1	-1	nt	4	12	nt	-3
O=C(NCc1cn2ccsc2n1)c1c(F)cccc1Cl	nt	10	-4	2	-13	-2	0
Cc1cc(N2CCCC2)ccc1NC(=O)COc1ccc(Cl)cc1	nt	-4	1	0	-9	0	0
CCCC(c1nnnn1Cc1ccco1)N1CCC(C(N)=O)CC1 (configuration not stated)	10	-6	nt	2	-1	nt	2
CN1CCN(C(=O)C[C@H]2C[C@H]3c4cc(NC(=O)Nc5ccccc5)ccc4O[C@H]3[C@@H](CO)O2)CC1	2[16.7 µM]	-9	nt	1	4	nt	-5
CC1CCCN(S(=O)(=O)CCNC(=O)c2ccc3c(c2)OCO3)C1 (configuration not stated)	-1	-9	0	-1	1	-3	9
Cc1cc2c(cc1C)NC(c1cccnc1)C1=C(CC(C)(C)CC1=O)N2 (configuration not stated)	-5	1	nt	0	nt	nt	-4
CC(=O)Oc1ccc2c3c(c(=O)oc2c1)CCCC3	0	-2	3	5	4	9	-2
COc1ccc(CN(C)C[C@@H]2OCCCC[C@H](C)Oc3ccc(NS(=O)(=O)c4cccs4)cc3C(=O)N([C@@H](C)CO)C[C@@H]2C)cc1	-7[16.7 µM]	-2	3	4	nt	-1	9
COc1ccc(NC(=O)Cn2nnc(C(=O)NCc3cccs3)c2N)cc1	nt	nt	2	nt	nt	-1	-3
Cc1cc(Sc2nnc(N)s2)c2ccccc2n1	2	33	2	nt	-11	-4	1
CC(C)N(C(=O)CSc1nnnn1-c1ccc2c(c1)OCO2)C(C)C	1	nt	3	nt	nt	0	nt
COCCNC(=O)/C(C#N)=C/C(C)=C/c1ccccc1	nt	nt	4	nt	nt	-8	-8
CC(C)C(NC(=O)c1ccccc1F)C(=O)NCCc1ccccn1 (configuration not stated)	-1	-5	-7	0	3	-3	1
Cc1noc(C)c1S(=O)(=O)Nc1ccc2c(c1)C(=O)N([C@H](C)CO)C[C@@H](C)[C@@H](CN(C)S(=O)(=O)c1ccccc1)O2	8[16.7 µM]	-4	0	0	-4	-8	3
COc1ccc(OC)c(S(=O)(=O)Nc2ccc(C(N)=O)cc2)c1	40	-1	-3	-1	45	7	9
O=C(OCc1ccccc1)N1CCC2CC1c1ccc(N3CCN(Cc4ccc5c(c4)OCO5)CC3)cc12 (configuration not stated)	0	6	3	0	10	1	nt
CC(=O)N(C)C[C@H]1Oc2ncc(C#Cc3cccnc3)cc2C(=O)N([C@@H](C)CO)C[C@H]1C	-3[16.7 µM]	4	2	-2	12	-1	-5
CCCOc1ccc(Cl)cc1Nc1nc(NCCO)nc(N2CCCC2)n1	nt	-5	1	-2	3	-2	3
COc1ccc(C(O)c2ncc(-c3cccc(F)c3)[nH]2)cc1F (configuration not stated)	45	-7	16	-2	0	-1	nt
Cc1cc(=S)[nH]c2c(C)cccc12	13	-3	nt	1	74*	nt	3
COc1ccccc1N(C(=O)c1snc(C(N)=O)c1N)C(C(=O)NC1CCCCC1)c1cccc(OC)c1OC (configuration not stated)	14	0	2	0	8	14	-4
COc1ccc(C(=O)NCCC(=O)NCc2cc(=O)n(C)c(=O)n2C)cc1	-4	4	-1	1	20	-3	-3
CCOC(=O)C1CCN(C(=O)Cn2nc(C)n3cccc3c2=O)CC1	-5	-1	-5	0	0	-1	-7
COc1ccc(NC(=O)C(NC(=O)CNC(C)=O)c2ccc(C)cc2)cc1 (configuration not stated)	3	8	nt	0	-7	nt	-1
CCOC(=O)Cn1c2ccccc2n2nc(CCC(=O)O)c(=O)nc12	3	-8	8	-5	8	-11	-15
CC1(C)CC(=O)C=C(c2cccc(CO)c2)C1	-3	-3	1	-3	0	nt	7
O=C(CCCCC(=O)Nc1ccccc1)Nc1ccccc1	0	-12	4	-2	2	nt	-6
C[C@@H]1CN([C@@H](C)CO)C(=O)Cc2cc(NC(=O)C3CC3)ccc2O[C@@H]1CN(C)C(=O)Nc1ccc(F)cc1	6[16.7 µM]	-6	-4	-2	-23	7	-3
O=C(c1ccco1)N1CCCN(Cc2nc(Cc3ccccc3)no2)CC1	1	-3	-1	-5	-7	-5	-14
O=C(N/N=C/c1ccc2c(c1)OCO2)c1ccc(COc2cccc3cccnc23)cc1	nt	nt	-3	nt	nt	-2	-4
CCOC(=O)[C@@H]1[C@H]2COc3cc(OC)ccc3[C@@H]2N2C(=O)N(c3cccc(F)c3)C(=O)[C@]12C	-4	-3	10	-4	15	nt	-3
O=C(NCCCCc1ccccc1)c1ccccc1F	-3	19	0	-3	7	0	-1
CCN(C(=O)CSc1nnc(-c2cccs2)n1CC)C1CCS(=O)(=O)C1 (configuration not stated)	-2	nt	-4	-1	nt	-1	21
CCCC#Cc1ccc2c(c1)O[C@@H](CN(C)Cc1ccccn1)[C@H](C)CN([C@H](C)CO)S2(=O)=O	20[16.7 µM]	2	0	12	-27	4	-6
Cc1cc(C)cc(N(CC(=O)Nc2ccc(-c3nc4ccc(C)cc4s3)cc2)S(C)(=O)=O)c1	12	47*	nt	-4	20	nt	-1
O=C(c1ccc2nc3ccc(Cl)cc3c(=O)n2c1)N1CCOCC1	2	6	-1	-1	-28	-4	7
O=C(C[C@@H]1CC[C@H]2[C@@H](COC[C@H](O)CN2C(=O)Nc2ccc(Cl)cc2)O1)NC1Cc2ccccc2C1	-4[16.7 µM]	7	nt	-3	18	nt	-14

Reprinted from the part before: 3 entries, followed by the next part.
Molecule	miR-122 sensor	esBAF inh	ERp5 block	Cneo AK release	Statin myotox sup	SIRT5 inh	ARNT TACC3 PPI
Cc1cc(C)cc(N(CC(=O)Nc2ccc(-c3nc4ccc(C)cc4s3)cc2)S(C)(=O)=O)c1	12	47*	nt	-4	20	nt	-1
O=C(c1ccc2nc3ccc(Cl)cc3c(=O)n2c1)N1CCOCC1	2	6	-1	-1	-28	-4	7
O=C(C[C@@H]1CC[C@H]2[C@@H](COC[C@H](O)CN2C(=O)Nc2ccc(Cl)cc2)O1)NC1Cc2ccccc2C1	-4[16.7 µM]	7	nt	-3	18	nt	-14
CO[C@H]1CN(C)C(=O)c2ccc(NC(=O)c3ccccc3F)cc2OC[C@H](C)N(C(=O)c2ccccc2F)C[C@H]1C	-1[16.7 µM]	-4	-3	-6	-1	-4	-2
CN(C)C(=O)C[C@H]1CC[C@@H](NC(=O)NC2CCCCC2)[C@H](CO)O1	22[16.7 µM]	-1	0	46	-4	8	17
Cc1ccc(C)c(NC(=O)CN(C)C(=O)c2cccc(S(=O)(=O)N3CCN(Cc4ccccc4)CC3)c2)c1	nt	-12	4	-3	-6	0	2
Cc1ccc(S(=O)(=O)N(C)C[C@H]2Oc3ccc(NC(=O)Nc4ccc(C(F)(F)F)cc4)cc3CC(=O)N([C@@H](C)CO)C[C@H]2C)cc1	-4[16.7 µM]	1	2	0	-57	11	28
Cc1ccc(C(=O)Nc2ccc(S(=O)(=O)NC3=NCCCCC3)cc2)cc1S(=O)(=O)N1CCOCC1	0	1	5	0	6	-1	3
Cc1ccc(S(=O)(=O)N[C@@H]2CC[C@@H](CCNC(=O)C3CCCCC3)O[C@H]2CO)cc1	-5[16.7 µM]	3	-2	0	1	5	-22
CCOc1ccc(N=C2NC(=O)/C(=C/C(=O)OC)S2)cc1	0	-4	nt	4	7	nt	-5
CCOC(=O)CN(C(=O)COc1ccc2c(C)cc(=O)oc2c1)c1ccc(OCC)cc1	nt	nt	-1	nt	nt	-1	-2
O=C(Nc1ccc(S(=O)(=O)N2CCOCC2)cc1)c1ccc(Cl)s1	nt	-8	-5	0	-29	-1	-2
COC(=O)c1sccc1NC(=O)Nc1cccc(C)c1C	-5	6	-4	-5	17	-1	-8
CCOC1=C2[C@@H](CN(S(=O)(=O)c3ccc(C)cc3)[C@H]2c2ccccc2F)[C@H]2C(=O)N(c3ccccc3)C(=O)[C@H]2C1	0	13	7	1	8	-5	nt
COc1ccc2c(C)c(CCC(=O)NC3CC3)c(=O)oc2c1C	-6	14	2	3	6	nt	-1
COc1ccc(NC(=O)Nc2ccc3c(c2)C(=O)N([C@@H](C)CO)C[C@@H](C)[C@@H](CN(C)S(=O)(=O)c2cn(C)cn2)OCCCC[C@@H](C)O3)cc1	0[16.7 µM]	-3	nt	2	nt	nt	-6
Cc1cc(NC(=O)c2cccc(S(=O)(=O)N3CCCCCC3)c2)n(-c2ccccn2)n1	-3	-11	nt	1	-11	nt	-5
Cc1occc1C(=O)Nc1cccc(C(=O)O)c1	-5	8	nt	0	34	nt	-5

Screening results deposited in PubChem by Broad Institute.
